Bioassay records (PubChem)
NOD2 RIPK2 PPI: NOD2-RIPK2 protein interaction inhibition; inhibition, % at 4.98 µM; CHO BLA complementation NOD2-RIPK2, CCF4 ratio; AID 624267; O43353; actives 0.38% (n = 360,000); in the data active = inhibition above about 21%;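 note: 0% = vehicle only and 100% = reference blocker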
COUP-TFII inh: inhibitors of human COUP-TFII (NR2F2). P24468. HEK293T NGFI-A luciferase reporter, luminescence. inhibition, % at 8.6 µM. actives 0.7% (n = 370,000);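 active = inhibition above a per-plate cutoff, mean inhibition of test wells between control levels plus 3 SD, cut at about 38% in these data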;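 note: cells cotransfected with COUP-TFII expression vector driving the NGFI-A reporter; 0% = median of COUP-TF2 test wells and 100% = reporter-only cells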
LRH-1 inv ag: NR5A2 inverse agonism in reporter assay | HEK293T StAR-luciferase reporter, LRH-1 transfected, 24 h | inhibition, % at 3.6 µM | actives 0.13% (n = 360,000);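 active = inhibition above the mean inhibition of all tested compounds plus 3 SD, cut at about 73% in these data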;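 note: 0% = DMSO wells and 100% = reporter-only cells lacking LRH-1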
TROY signal inh: TROY signaling inhibition; Q293 LMP1-TROYcd NF-kB luciferase reporter, 4 h; inhibition, % at 10 µM; actives 0.98% (n = 360,000); AID 1347056;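 active = compounds whose plate-normalised and pattern-corrected inhibition of the luciferase reporter signal at the single screening dose is 50% or more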
TRAIL sens C8: sensitizes caspase-8 expressing cells to TRAIL. NB7+C8 cells + TRAIL, ATPlite viability luminescence. actives 1% (n = 360,000). AID 624354. inhibition (viability loss, TRAIL sensitization), % at 10 µM;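 active = compounds causing at least 50% loss of cell viability in the single-dose screen, relative to plate controls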
TLR9-MyD88 block: blocks human TLR9 binding to MyD88; inhibition, % at 4.98 µM; actives 0.21% (n = 340,000); CHO BLA complementation TLR9-MyD88, CCF4 FRET ratio; Q9NR96+Q99836;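 active = inhibition above the mean over all tested compounds plus 3 SD, cut at about 21% in these data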;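 note: 0% = DMSO only wells and 100% = clavulanate BLA inhibitor control wells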
Target sequence (Q99836 whole entry, looked up): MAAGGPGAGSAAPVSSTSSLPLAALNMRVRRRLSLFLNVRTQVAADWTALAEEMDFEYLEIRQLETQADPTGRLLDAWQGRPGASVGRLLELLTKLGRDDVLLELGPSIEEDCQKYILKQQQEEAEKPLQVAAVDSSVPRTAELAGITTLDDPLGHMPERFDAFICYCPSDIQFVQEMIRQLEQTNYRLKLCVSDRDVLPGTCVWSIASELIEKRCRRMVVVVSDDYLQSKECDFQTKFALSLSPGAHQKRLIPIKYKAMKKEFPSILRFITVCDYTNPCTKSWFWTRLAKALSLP
Target sequence (Q9NR96 whole entry, looked up): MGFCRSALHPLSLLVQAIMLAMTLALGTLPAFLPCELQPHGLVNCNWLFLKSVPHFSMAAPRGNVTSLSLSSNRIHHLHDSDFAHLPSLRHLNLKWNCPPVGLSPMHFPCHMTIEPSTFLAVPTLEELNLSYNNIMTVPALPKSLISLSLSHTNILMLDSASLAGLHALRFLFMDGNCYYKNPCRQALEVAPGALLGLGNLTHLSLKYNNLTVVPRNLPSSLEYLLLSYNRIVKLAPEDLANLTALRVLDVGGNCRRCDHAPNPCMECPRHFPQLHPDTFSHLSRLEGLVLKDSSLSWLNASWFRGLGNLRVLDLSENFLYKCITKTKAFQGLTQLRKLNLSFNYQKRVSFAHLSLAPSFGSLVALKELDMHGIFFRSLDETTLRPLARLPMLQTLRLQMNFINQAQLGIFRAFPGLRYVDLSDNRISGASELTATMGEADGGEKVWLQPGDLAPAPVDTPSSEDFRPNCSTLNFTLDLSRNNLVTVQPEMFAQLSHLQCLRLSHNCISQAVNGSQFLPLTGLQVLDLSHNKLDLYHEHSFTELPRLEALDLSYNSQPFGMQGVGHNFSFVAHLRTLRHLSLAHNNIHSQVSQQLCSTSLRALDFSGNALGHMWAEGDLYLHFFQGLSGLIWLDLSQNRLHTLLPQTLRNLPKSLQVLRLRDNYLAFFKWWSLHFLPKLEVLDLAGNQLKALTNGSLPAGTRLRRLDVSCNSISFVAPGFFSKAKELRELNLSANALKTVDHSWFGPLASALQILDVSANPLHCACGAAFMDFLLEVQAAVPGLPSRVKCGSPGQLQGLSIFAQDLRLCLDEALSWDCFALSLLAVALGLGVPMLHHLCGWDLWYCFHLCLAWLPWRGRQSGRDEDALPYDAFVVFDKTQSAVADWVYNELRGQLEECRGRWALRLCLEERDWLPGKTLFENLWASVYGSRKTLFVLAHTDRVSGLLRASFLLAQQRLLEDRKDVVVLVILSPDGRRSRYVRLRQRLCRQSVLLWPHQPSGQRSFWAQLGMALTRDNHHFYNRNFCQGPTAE
SRC1 inh: human NCOA1 inhibition; Q15788; HEK293 GAL4-SRC1 luciferase reporter, luminescence; inhibition, % at 3.6 µM; actives 0.12% (n = 360,000);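 active = inhibition above the campaign mean plus 3 SD, with each screening campaign given its own cutoff, cut at about 60% in these data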;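 note: 0% = DMSO treated cells and 100% = gossypol at 36 µM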
SRC2 inh: inhibits human steroid receptor coactivator 2. HEK293 GAL4-SRC2 luciferase reporter, luminescence. actives 0.17% (n = 370,000). inhibition, % at 9 µM. Q15596. AID 651957;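 active = inhibition above the mean inhibition of all tested compounds plus 3 SD, set per campaign, cut at about 52% in these data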;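 note: 0% = DMSO treated cells and 100% = cells given Gossypol at 36 µM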
SRC3 inh: inhibits human SRC3 coactivator; Q9Y6Q9; HEK293 GAL4-SRC3 luciferase reporter, luminescence; AID 588352; actives 0.17% (n = 360,000); inhibition, % at 3.6 µM;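 active = inhibition above a per-campaign cutoff, the mean of all compounds plus 3 SD, cut at about 60% in these data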;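 note: 0% = DMSO-treated cells and 100% = gossypol-treated cells at 36 µM; higher means less SRC3-driven luciferase light from the GAL4 reporter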
EBV LMP1 NFkB: inhibitors of Epstein-Barr LMP1-induced NF-kappaB reporter; LMP1-induced NF-kappaB luciferase reporter cells, luminescence; actives 0.69% (n = 350,000); AID 504558; inhibition, % at 12.5 µM; in the data active = inhibition above about 41%;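 note: 0% = neutral control wells and 100% = reference inhibitor control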
Vif imaging: inhibitors of HIV Vif; HEK293T cells, Vif self-association by quenched fluorescence, imaging, 24 h; inhibition, % at 7.49 µM; actives 0.35% (n = 340,000); AID 602346; in the data active = inhibition above about 50%, passing the limit was not always enough; note: some results filed as inactive read as strong as hits
The depositor's hits bear a star; x = no result given. Some of the compounds tested, so the mix of outcomes need not match the whole.

SMILES	NOD2 RIPK2 PPI	COUP-TFII inh	LRH-1 inv ag	TROY signal inh	TRAIL sens C8	TLR9-MyD88 block	SRC1 inh	SRC2 inh	SRC3 inh	EBV LMP1 NFkB	Vif imaging
O=C(NC1CCCCC1)c1csnn1	7	9	0	-12	9	3	-39	3	-5	89*	-17
CC(C)n1cc(C(N)=S)c(=O)n(Cc2ccccc2)c1=O	-4	6	-13	-2	9	0	-46	-14	-6	5	2
O=C(CNc1ccc(F)cc1)N/N=C/c1c(O)ccc2ccccc12	3	32	-21	24	6	5	9	9	11	37	-3
CCOC(=O)C[C@H]1c2cc(F)ccc2S(=O)(=O)N1C(C)C	5	11	16	4	9	-1	-2	13	-5	4	-1
CCOC(=O)C1=C(N)OC2=C(C(=O)CCC2)C1c1cccs1 (stereo unspecified)	-2	-11	3	-20	-12	1	-2	-26	8	-5	14
NC(=O)c1ccc(-n2nnnc2SCC(=O)c2ccc(O)c(O)c2)cc1	3	18	-16	3	2	-2	5	-3	-6	-1	-3
COc1ccc(Nc2oc(-c3ccccc3Cl)nc2C#N)cc1	-7	-11	-20	-32	12	-3	-12	-4	-17	1	0
O=C(NCc1ccccn1)c1coc(=O)c(Br)c1	9	2	1	x	-2	7	9	15	3	1	-15
NS(=O)(=O)c1ccc(CCNC(=S)Nc2ccc(S(N)(=O)=O)cc2)cc1	-7	-19	-2	-5	-10	8	3	9	4	2	-3
Cc1cccc(C)c1OCc1cc(C(=O)NCC2CC2)no1	-4	-15	-27	-24	8	-5	-34	1	-23	-5	12
CN(C)c1ccc(NC(=O)Nc2nc(C(N)C3CCCCC3)cs2)cc1 (stereo unspecified)	-3	-11	-11	-19	-9	x	-1	-5	-3	x	1
COc1ccc2c(CC(=O)OCC(=O)c3ccc(F)cc3)coc2c1	-2	9	7	-8	-6	4	10	-13	12	-9	10
CCOC(=O)c1ccc(NC(=O)c2cccc3c2C(=O)N(CC2CCCO2)C3)cc1 (stereo unspecified)	1	-8	-11	-5	9	1	7	5	-19	2	-12
COc1ccc2oc(=N)c(C(=O)Nc3ccc(C)cc3)cc2c1	-1	-15	-2	-16	16	1	7	-15	-34	-29	1
CSc1ccccc1OCc1cc(C(=O)N2CCNC(=O)C2)no1	-6	1	-10	-7	-9	5	0	-26	-8	-7	6
Cc1ccccc1-c1cc2nc(NCc3cccnc3)n(C)c(=O)c2s1	6	-1	-18	8	-8	x	-10	8	-7	x	-6
CN(C(=O)c1cccc(NC(=O)Cc2ccc(NC(=O)C3CCCN(S(=O)(=O)c4cccc([N+](=O)[O-])c4)C3)cc2)c1)C1CCC1 (stereo unspecified)	-3	3	0	14	-3	0	-16	16	11	10	-10
O=C(CSc1nnnn1-c1ccccc1)NC(=O)Nc1ccc2c(c1)OCCO2	-5	-44	-54	-40	-3	6	-106	-19	-58	1	4
c1ccc(N2CCN(c3nc4ccccc4n4nnnc34)CC2)cc1	5	-2	-24	-9	-11	-9	-9	-40	-8	-10	-3
COC(=O)CCc1sc(NC2CCCCC2)nc1-c1ccc(OC)cc1	-9	3	-1	-34	-3	-13	-14	-21	-3	-13	x
CCc1[nH]nc(C(=O)NC2CCCc3c2cnn3-c2cc(C)cc(C)c2)c1C (stereo unspecified)	-14	-13	-76	58*	12	-6	-122	-62	-103	-3	5
NC(=O)C1CCN(CC(=O)Nc2nc(-c3ccccc3)cs2)CC1	-15	-4	-11	-11	0	12	16	2	4	4	5
O=C(CCS(=O)(=O)c1ccc(F)cc1)N1CCOCC1	-5	-22	-9	-32	15	1	-9	-44	-39	0	-13
Cc1cc(=O)oc2c3c(cc(OCC(=O)NCc4ccncc4)c12)OC(C)(C)CC3	10	1	-4	-6	19	-3	-11	-6	4	-6	14
CCCCc1ccc(NC(=O)OC)cc1	9	-19	-29	-57	-5	0	-28	-58	-43	1	8
Cc1ccc(-c2nc3ncccc3o2)cc1NC(=O)c1sc2ccccc2c1Cl	-8	2	21	-12	26	-9	8	1	11	38	-1
CCc1nnc(N2C(=O)c3ccccc3C2(O)c2ccccc2)s1 (stereo unspecified)	3	-7	13	-6	0	2	16	3	13	-5	-4
CCNCCNc1ccc(Cl)cc1[N+](=O)[O-]	-2	-2	-2	1	-3	-4	-6	-2	-10	-8	27
O=C(Cn1cc(C(F)(F)F)ccc1=O)OCC(=O)c1ccc[nH]1	-3	1	14	-45	-22	5	-6	-17	6	-3	-4
Cc1ccc(S(=O)(=O)n2nc(OC(=O)c3c(-c4ccccc4Cl)noc3C)cc2N)cc1	-12	-3	3	39	-6	-12	6	21	16	3	0
CCN(C(=O)c1cccc(Br)c1)C1CCS(=O)(=O)C1 (stereo unspecified)	5	-12	2	7	-8	4	-15	10	8	4	-3
CCN(C(=O)COC(=O)/C=C/c1ccc(O)c(OC)c1)C1CCS(=O)(=O)C1 (stereo unspecified)	-3	3	-4	-9	12	5	-14	-21	14	3	1
CCN(CC)CCOC(=O)C12CC3CC(CC(C3)C1)C2	-10	6	4	-7	5	8	-5	10	-7	6	3
Cc1cccc(OCCn2c(=O)n(C)c3ccccc32)c1	1	-34	-124	-76	-2	15	-76	-38	-87	-37	-12
O=C(Nc1ccc(C(=O)O)cc1)/C(=C\c1ccc(F)cc1)NC(=O)c1ccco1	-10	-6	-6	-6	-1	-4	10	-40	3	-1	-9
CS(=O)(=O)N(CC(=O)NCc1ccc2c(c1)OCO2)c1ccccc1	3	4	7	-5	-12	0	2	10	-14	0	7
CCc1cc(C(=O)N2CCCC(N3CCN(c4cccc(C(F)(F)F)c4)CC3)C2)n(C)n1 (stereo unspecified)	0	24	6	24	14	-28	13	16	27	17	-3
COC(=O)c1ccccc1NC(=O)CSc1nnc(-c2ccoc2C)n1C	-9	14	8	-26	4	-5	-3	-5	-5	-5	x
CC(=O)c1cccc(NC(=O)CSc2nc(N3CCOCC3)nc(N3CCOCC3)n2)c1	-12	2	0	-8	-12	-5	-23	-2	-7	-2	x
c1ccc(Cc2c(C3CCCCC3)nc3c4ccccc4ccn23)cc1	-21	-71	-85	-65	25	x	x	-96	x	x	x
Cc1ccc(C)c(COC(=O)CCN=C2NS(=O)(=O)c3ccccc32)c1	8	10	9	-2	-1	-4	12	-5	-12	6	-2
CCOC(=O)N1CCN(c2c(N3CCN(C(=O)OCC)CC3)c(=O)c2=O)CC1	-2	14	-19	0	15	-2	-10	-1	-11	-7	-5
COc1cc(-n2c(C)nc3ncn(-c4ccccc4)c3c2=O)cc(OC)c1OC	5	13	0	-2	-1	1	2	2	2	0	-8
O=C(Cn1ccc2ccccc2c1=O)NCCC(=O)N1CCN(c2cccc(C(F)(F)F)c2)CC1	-9	0	10	16	7	1	15	-5	1	0	-2
O=C(N/N=C/c1c[nH]c2ccccc12)c1ccccc1Cl	-4	-9	7	-11	-13	-3	24	5	-5	-1	-5
CC(C)CN(CC(C)C)C(=O)CC(=O)NC(=O)c1ccc(Cl)cc1	10	6	-7	-18	5	-13	2	15	8	-6	1
Cc1c(Cc2ccccc2)c(=O)oc2cc(OCC(N)=O)ccc12	1	-1	8	1	12	6	1	-1	1	2	-4
CCc1nc(SCC(=O)NCc2ccccc2)c2c(=O)n(C)c(=O)n(C)c2n1	-3	-5	-3	-6	3	1	-18	7	-15	5	-1
O=C(Nc1ccccn1)c1ccc([N+](=O)[O-])o1	10	x	44	-16	17	0	-6	x	-7	-6	1
N#Cc1c(N)n(C2OC(CO)C(O)C2O)c2ncnc(N)c12 (stereo unspecified)	-8	17	95*	62*	45	-9	83*	55*	85*	66*	-3
NC(=O)C1CCN(C(=O)c2ccc3nc(N4CCCCC4)sc3c2)CC1	-7	-24	-49	-26	17	-1	-60	-41	-46	-12	6
COc1ccccc1N1CCN(C2CCCN(C(=O)c3ccoc3C)C2)CC1 (stereo unspecified)	0	11	4	14	-5	-12	6	6	16	27	-3
CCOC(=O)c1c(N)c2cc([N+](=O)[O-])cnc2n1C	-13	14	-26	-4	-4	x	-13	7	1	x	5
CCN(CC)S(=O)(=O)c1cccc(C(=O)Nc2cccc(C)c2)c1	-4	-20	-49	-51	20	2	-25	-36	-31	-25	-15
Cc1ccc(-n2cnnn2)c2cccnc12	-4	11	-8	-9	7	9	7	18	12	-2	-4
Cc1cccc(N/C=C(\[N+](=O)[O-])S(=O)(=O)c2ccccc2)c1C	-5	-7	-6	-13	-1	-13	-2	1	13	-3	-8
COc1ccccc1NS(=O)(=O)c1cccc(C(=O)OCC(=O)Nc2cc(C)on2)c1	-1	-9	3	-9	7	7	-37	-1	5	-6	-2
Cc1cc2c(=O)n(CC(=O)NCC(=O)N3CCN(Cc4ccccc4)CC3)cnc2s1	-8	6	-3	7	4	3	8	-8	0	6	9
O=C(NCc1cccnc1)C1CCCN(Cc2cnn(-c3ccccc3)c2-n2cccc2)C1 (stereo unspecified)	-8	-11	-6	9	-1	7	-7	9	-1	0	-2
COc1ccc(C(C)(C)C)cc1NC(=O)C1=CC=CN2CCS(=O)(=O)N=C12	-10	8	-5	-7	-15	-15	-9	-29	9	-5	2

Single records (already shown).
Profile of Cc1c(Cc2ccccc2)c(=O)oc2cc(OCC(N)=O)ccc12 → NOD2 RIPK2 PPI: 1; COUP-TFII inh: -1; LRH-1 inv ag: 8; TROY signal inh: 1; TRAIL sens C8: 12; TLR9-MyD88 block: 6; SRC1 inh: 1; SRC2 inh: -1; SRC3 inh: 1; EBV LMP1 NFkB: 2; Vif imaging: -4
Profile of O=C(Nc1ccccn1)c1ccc([N+](=O)[O-])o1 → NOD2 RIPK2 PPI: 10; COUP-TFII inh: x; LRH-1 inv ag: 44; TROY signal inh: -16; TRAIL sens C8: 17; TLR9-MyD88 block: 0; SRC1 inh: -6; SRC2 inh: x; SRC3 inh: -7; EBV LMP1 NFkB: -6; Vif imaging: 1

Next part.
SMILES	NOD2 RIPK2 PPI	COUP-TFII inh	LRH-1 inv ag	TROY signal inh	TRAIL sens C8	TLR9-MyD88 block	SRC1 inh	SRC2 inh	SRC3 inh	EBV LMP1 NFkB	Vif imaging
COc1ccc(CNC(=O)COC(=O)c2ccc(S(=O)(=O)NCc3ccco3)cc2)cc1	-3	2	4	8	20	-6	-8	-25	15	-4	9
COc1ccc(Cn2nnnc2CN2CCCCCC2)cc1	-3	-3	-31	7	-7	-6	-2	15	4	-8	3
COc1cc([N+](=O)[O-])ccc1NC(=O)c1cccc(NC(=O)C(C)C)c1	0	-16	-3	-20	-5	1	-22	-19	-23	5	17
N#CCN1C(=O)C2CCCN2c2ccc(S(=O)(=O)N3CCOCC3)cc21 (stereo unspecified)	-2	6	9	2	-3	0	-20	-2	0	1	5
COc1ccc(-c2nn3c(-c4ccc(F)cc4)nnc3s2)cc1	9	-2	6	-35	18	-8	-39	-25	-7	-1	-2
COC(=O)c1cc(NC(=O)C2CC2)cc(C(=O)OC)c1	-1	11	31	-6	11	-7	9	16	5	-7	-1
Cc1noc(C)c1C(=O)Nc1ccc2ccccc2c1	-1	-7	-2	-25	2	-9	-29	-12	3	8	-2
Cc1onc(-c2c(F)cccc2Cl)c1C(=O)Nc1ccc(S(=O)(=O)N2CCOCC2)cc1	-9	-12	-4	7	13	-9	-12	-5	3	-24	26
COc1ccc(NC(=O)CCNC(=O)N2CC(=O)Nc3ccccc32)c(OC)c1	-7	6	-5	-9	3	-11	-2	-7	-11	-2	4
COc1ccc(C(=O)COC(=O)c2c(-c3ccccc3)noc2C)c(OC)c1	-6	1	3	-10	4	-10	-7	2	19	28	x
